# High-throughput results from PubChem BioAssay.
# RNase H inhibition: RNase H inhibition, HIV 1 Gag Pol polyprotein, FRET biochemical assay, screening (AID 372); HIV-1 RT RNase H, FRET RNA/DNA substrate fluorescence; higher % means a stronger effect; inhibition, % at 10 µM, or IC50 in µM where a hit was titrated; 100,000 compounds, 0.77% hits; in the data active = inhibition above about 50%
# * = called active by the depositor.
# Start of the data: the first 16 records, ahead of the listing:
SMILES,RNase H inhibition
O=[N+]([O-])c1cc2c(cc1C=Nc1ccccc1)OCO2,7.0%
COc1ccc(CN2CCN(C3CCCC3)CC2)c(OC)c1OC,1.0%
O=C1c2ccccc2NC(c2ccccc2)N1c1ccc(Cl)cc1 (configuration not stated),13.0%
C=CCOc1c(Br)cc(/C=C2/N=C(c3ccccc3)OC2=O)cc1OC,13.0%
O=C(Nc1ccc(NC(=O)c2cccc(S(=O)(=O)N3CCCCC3)c2)cc1)c1ccccc1,6.0%
CCC(=O)Nc1cccc(NC(=S)NC(=O)c2ccc(OC)c(Br)c2)c1,8.0%
O=[N+]([O-])c1cccc(CN2CCCC(O)C2)c1 (configuration not stated),3.0%
CC1(C)CC(=O)C2=C(C1)Nc1ccccc1N(C(=O)c1ccccc1)C2c1cccc([N+](=O)[O-])c1 (configuration not stated),13.0%
N#Cc1cc2c(nc1SCc1ccc(Br)cc1)CCCC2,13.0%
CCSCCOC(=O)C1=C(C)NC(=O)NC1c1ccc(Cl)cc1Cl (configuration not stated),9.0%
O=C(O)CCSc1nc2ccc([N+](=O)[O-])cc2s1,10.0%
O=C(/C=C/c1ccc2c(c1)OCO2)c1ccc(I)cc1,18.0%
CCCOC(=O)C1=C(C)NC2=C(C(=O)CC(C)(C)C2)C1c1ccc(Cl)c([N+](=O)[O-])c1 (configuration not stated),8.0%
O=C(Nc1ccc2ccccc2c1)c1cc([N+](=O)[O-])ccc1Br,12.0%
Cc1nc2ccccc2c(C(=O)O)c1C(=O)O,12.0%
O=C(CN(c1cccc(Cl)c1)S(=O)(=O)c1ccccc1)N/N=C/c1cc2c(cc1Br)OCO2,2.0%

# Main list, from the start:
SMILES,RNase H inhibition
O=[N+]([O-])c1cc2c(cc1C=Nc1ccccc1)OCO2,7.0%
COc1ccc(CN2CCN(C3CCCC3)CC2)c(OC)c1OC,1.0%
O=C1c2ccccc2NC(c2ccccc2)N1c1ccc(Cl)cc1 (configuration not stated),13.0%
C=CCOc1c(Br)cc(/C=C2/N=C(c3ccccc3)OC2=O)cc1OC,13.0%
O=C(Nc1ccc(NC(=O)c2cccc(S(=O)(=O)N3CCCCC3)c2)cc1)c1ccccc1,6.0%
CCC(=O)Nc1cccc(NC(=S)NC(=O)c2ccc(OC)c(Br)c2)c1,8.0%
O=[N+]([O-])c1cccc(CN2CCCC(O)C2)c1 (configuration not stated),3.0%
CC1(C)CC(=O)C2=C(C1)Nc1ccccc1N(C(=O)c1ccccc1)C2c1cccc([N+](=O)[O-])c1 (configuration not stated),13.0%
N#Cc1cc2c(nc1SCc1ccc(Br)cc1)CCCC2,13.0%
CCSCCOC(=O)C1=C(C)NC(=O)NC1c1ccc(Cl)cc1Cl (configuration not stated),9.0%
O=C(O)CCSc1nc2ccc([N+](=O)[O-])cc2s1,10.0%
O=C(/C=C/c1ccc2c(c1)OCO2)c1ccc(I)cc1,18.0%
CCCOC(=O)C1=C(C)NC2=C(C(=O)CC(C)(C)C2)C1c1ccc(Cl)c([N+](=O)[O-])c1 (configuration not stated),8.0%
O=C(Nc1ccc2ccccc2c1)c1cc([N+](=O)[O-])ccc1Br,12.0%
Cc1nc2ccccc2c(C(=O)O)c1C(=O)O,12.0%
O=C(CN(c1cccc(Cl)c1)S(=O)(=O)c1ccccc1)N/N=C/c1cc2c(cc1Br)OCO2,2.0%
CCOc1ccccc1OCCOCCOc1ccc(Cl)c(C)c1C,10.0%
O=C(c1ccc(Cl)cc1)N1CCN(c2ccc(C(F)(F)F)cc2[N+](=O)[O-])CC1,8.0%
Cc1cccc(-n2c(/C=C3/C(=O)N(C)c4ccc(Br)cc43)nc3ccccc3c2=O)c1,14.0%
O=C(CC(=O)c1ccccc1O)c1ccc(F)cc1,11.0%
COc1ccc(/C=C/C(=O)c2ccc3ccccc3c2)cc1Br,9.0%
COc1ccc(-n2c(C)cc(/C=C(\C#N)C(=O)Nc3ccc(F)cc3)c2C)cc1,4.0%
Cn1c(O)c(/C=N/c2ncc(C(F)(F)F)cc2Cl)n(C)c1=S,0.0%
O=c1cnnc(N/N=C/c2cccc([N+](=O)[O-])c2)[nH]1,5.0%
CN(C)c1ccc(NC(=O)Cc2ccccc2[N+](=O)[O-])cc1,0.0%
Clc1cc(N=Cc2ccc(OCc3ccccc3)cc2)ccc1Br,5.0%
CCCN=C(CCC)C1=C(O)C(C(=O)OC)C(C)(C)CC1=O (configuration not stated),1.0%
CC(=O)c1ccc(NC(=O)CSc2nnc(NC(=O)CN3CCOCC3)s2)cc1,18.0%
COc1ccc(OC)c(CN2CCN(Cc3cccc([N+](=O)[O-])c3)CC2)c1,9.0%
O=S(=O)(c1ccccc1)N1CCN(c2ccccn2)CC1,2.0%
CN1C(=O)C(=Cc2ccc(-c3ccccc3[N+](=O)[O-])o2)C(=O)N(C)C1=S,20.0%
Cc1ccc(C(=O)Nc2ccccc2)cc1[N+](=O)[O-],7.0%
C=CCc1cccc(/C=N/NC(=O)c2ccncc2)c1O,10.0%
COc1cc(CN2CCCCCCC2)cc(OC)c1O,1.0%
CCOC(=O)/C(C#N)=C\c1ccc(N(CC)CC)cc1,25.0%
CC(C)COc1ccc(C(=O)Nc2ccc(Cc3ccncc3)cc2)cc1,12.0%
COC(=O)c1ccc(N=Cc2cccs2)cc1,0.0%
COC(=O)CN1C(=O)C(=C(C#N)C#N)c2ccccc21,12.0%
c1ccc(-c2nnc3n2C2(CCCC2)Cc2ccccc2-3)cc1,2.0%
O=C(CSc1ncccn1)Nc1ccc(Cl)cc1,0.0%
Cc1cc(=O)[nH]c(SCC(=O)c2ccc(C(C)C)cc2)n1,17.0%
CCOc1ccc(C(=O)Nc2ccc(C(=O)OC)cc2)cc1Cl,0.0%
CN(C)CCNC(=O)C12CC3CC(c4ccccc4)(C1)CC(c1ccccc1)(C3)C2,0.0%
CC1(/[N+]([O-])=C/c2ccc(Br)cc2)CCCCC1=O (configuration not stated),0.0%
O=C1c2[nH]nc(-c3ccccc3)c2C(c2ccccc2)N1c1ccccc1 (configuration not stated),0.0%
COC(=O)c1ccccc1NC(=S)NC(=O)c1ccccc1F,8.0%
COc1cccc(CN2CCN(Cc3cc(OC)cc(OC)c3)CC2)c1,0.0%
CCN(CC)c1ccc(/C=C2\C(=O)NC(=S)N(c3ccc(F)cc3)C2=O)c(O)c1,0.0%
O=c1[nH]c(O)c(N=Nc2ccccc2)c(=O)[nH]1,3.0%
COc1ccc(C(=O)Nc2ccccc2I)cc1,0.0%
# More results follow.
SMILES,RNase H inhibition
O=C(COc1ccccc1)Nc1cccc(-c2nc3ccccc3[nH]2)c1,13.0%
CCN(CC)c1ccc(C2NC(=O)NC(C)=C2C(=O)OCCC#N)cc1 (configuration not stated),8.0%
COc1ccc(NC(=O)Nc2cccc(C(F)(F)F)c2)cc1,8.0%
Cc1nccn1S(=O)(=O)c1cc(Cl)ccc1Br,8.0%
COc1ccc(Br)cc1-n1c(=O)[nH]c2cc(C(F)(F)F)ccc21,5.0%
COCCOC(=O)C1=C(C)NC(=O)CC1c1ccccc1OCc1ccccc1 (configuration not stated),0.0%
CN1CCN(Cc2c3ccccc3cc3ccccc23)CC1,4.0%
Clc1cccc(OCCCN2CCCC2)c1,7.0%
COc1cc(/C=N/NC(=O)c2cccc(Cl)c2)cc(OC)c1OC,9.0%
CC(=O)NS(=O)(=O)c1ccc(NC(=O)c2ccc([N+](=O)[O-])c(C)c2)cc1,0.0%
CC1=C(C(=O)Nc2ccccc2)C(c2ccc(Cl)cc2)NC(=S)N1 (configuration not stated),9.0%
O=c1cnnc(N/N=C\c2ccc(C(F)(F)F)cc2)[nH]1,6.0%
CCOc1ccccc1C1C(C(=O)OC)=C(C)N(C)C(C)=C1C(=O)OC,7.0%
O=[N+]([O-])c1ccc(N2CCOCC2)c([N+](=O)[O-])c1,4.0%
Cc1ccc(-n2[nH]c(C)c(C=Nc3ccc(Cl)cc3[N+](=O)[O-])c2=O)cc1C,13.0%
Cc1ccc(S(=O)(=O)N2CCN(C(=O)c3ccccc3)C2)cc1[N+](=O)[O-],8.0%
Cc1ccc(NC(=O)c2cc(F)c(F)cc2Cl)nc1,1.0%
CC(C(=O)c1ccc(Cl)cc1)[n+]1cccc(NC(=O)c2ccccc2)c1 (configuration not stated),18.0%
CCOC(=O)C1=C(C)NC2=C(C(=O)CC(C)(C)C2)C1c1ccc(C(=O)OC)cc1 (configuration not stated),6.0%
COc1ccc(Cc2c(O)nc(SCC(=O)Nc3ccc(OC)cc3)[nH]c2=O)cc1,4.0%
CC(C)COc1ccc(C(=O)Nc2ccc(NC(=O)c3ccco3)c(Cl)c2)cc1,15.0%
O=C(Nc1ccc(I)cc1)c1cccnc1,5.0%
CCOC(=O)c1cc2c(n(-c3ccccc3)c1=O)CC(C)(C)CC2=O,8.0%
O=C(Nc1ccc(N=Cc2ccc(Cl)cc2Cl)cc1Cl)c1ccc(N=Cc2ccc(Cl)cc2Cl)cc1,0.0%
COC(=O)c1ccccc1Nc1c([N+](=O)[O-])cc(C(F)(F)F)cc1[N+](=O)[O-],14.0%
Cc1ccc(C(=O)Nc2cccc(-c3nc4ncccc4o3)c2)cc1C,0.0%
O=C(/C=C/c1cccs1)Nc1ncc(Cc2ccccc2Cl)s1,4.0%
O=C1NC(=O)/C(=C/C(=O)N2CCOCC2)S1,0.0%
COc1cc(-c2noc(-c3ccccc3C)n2)cc(OC)c1OC,6.0%
CC(=O)Nc1ccc(S(=O)(=O)Nc2ccc(C)c(Br)c2)cc1,6.0%
COC(=O)c1ccc(NC(=O)c2ccc3nccnc3c2)cc1,10.0%
Cc1cccc(CC2S/C(=N\N=C\c3ccc(O)cc3)NC2=O)c1 (configuration not stated),8.0%
Cc1ccc(Cl)cc1N/C=C/C(=O)c1ccc(Br)cc1,9.0%
Nc1nonc1-n1nnc(C(=O)N/N=C/c2cccc(O)c2)c1-c1ccccc1,13.0%
O=C(Nc1ccc2c(c1)OCCO2)c1ccncc1,5.0%
CCOc1cc(C(=O)Nc2ccc(N3CCN(C(C)=O)CC3)cc2)cc(OCC)c1OCC,19.0%
C(=N\Nc1cc(N2CCCC2)nc(N2CCCC2)n1)/c1ccccc1,9.0%
COc1ccc(-c2nnc(SCC(=O)Nc3ccc(C)cc3Br)o2)cc1,8.0%
O=C(NC1CCCCC1)c1sc2ccccc2c1Cl,1.0%
CCOc1ccccc1NC(=O)CN(c1c(C)cccc1C)S(C)(=O)=O,4.0%
O=[N+]([O-])c1ccc(N2CCN(c3ccc(C(F)(F)F)cc3[N+](=O)[O-])CC2)cc1N1CCCC1,6.0%
COC(=O)c1cccc(-c2ccc(/C=C3\C(=O)N(c4cccc(C(=O)O)c4)N=C3C)o2)c1,19.0%
Cc1cccc(C(=O)Nc2cccc(-c3nc4ccccc4o3)c2C)c1,10.0%
Cc1ccc(/C=N/NC(=O)C2=NNC(=O)C2C)o1 (configuration not stated),8.0%
CCOc1ccc(NC(=S)NC(=O)/C=C/c2ccc(OC)c(OC)c2)c([N+](=O)[O-])c1,2.0%
COc1ccc(/C=C(\C#N)c2nc(C3CC3)cs2)cc1OCc1ccccc1,31.0%
O=C(CSc1nnc2c(n1)[nH]c1ccccc12)OCN1C(=O)c2ccccc2C1=O,3.0%
CCOC(=O)C(CCOCCOc1cc(C)cc(C)c1C)C(=O)OCC,11.0%
CC(=O)N1CCN(C2=NC(=O)/C(=C/c3ccccc3)S2)CC1,20.0%
Cc1c(Cl)cccc1N1C(=O)C2C3C=CC(C4CC34)C2C1=O (configuration not stated),14.0%
# Later entries:
SMILES,RNase H inhibition
Cc1cc(N2C(=O)NC(=O)/C(=C\c3ccc(N(C)C)cc3)C2=O)ccc1Br,0.0%
COc1ccc(NC(=O)C(=O)NCc2ccc(Cl)cc2)cc1Cl,11.0%
COc1cc(C(C)=O)ccc1OC(=O)CN1C(=O)c2ccccc2C1=O,22.0%
CCOC(=O)C1=C(CC)OC(N)=C(C#N)C1c1ccccc1F (configuration not stated),13.0%
CCOc1ccc(/C=C2\C(=O)NC(=S)N(c3ccc(CC)cc3)C2=O)cc1OC,1.0%
CC(=C=CC(C)(C)C=NCc1ccoc1)CCC=C(C)C,10.0%
Cc1ccc(/C=N/Nc2nc(C(C)(C)C)cs2)o1,4.0%
COc1ccc(C(=O)Nc2ccc(NC(=O)c3ccccc3)c(C)c2)cc1,10.0%
CCCC1=NN2C(=N)/C(=C/c3ccc(OS(=O)(=O)c4ccccc4)c(OCC)c3)C(=O)N=C2S1,17.0%
Oc1c(/C=C2\C=Nc3ccccc32)sc(=S)n1-c1ccc(F)cc1,6.0%
O=C1C(Cl)=C(Nc2cccc([N+](=O)[O-])c2)c2c(Cl)c(Cl)c(Cl)c(Cl)c21,41.0%
O=C1C(C=NCc2ccc(Cl)cc2)=C(O)c2ccccc21,11.0%
COc1cc([N+](=O)[O-])ccc1-c1ccc(/C=C2\C(=O)NC(=O)N(c3cccc(Br)c3)C2=O)o1,17.0%
CCOc1ccc(-n2nc3ccc(NC(=O)COc4ccccc4)cc3n2)cc1,22.0%
CCCOc1ccccc1C1C(C(=O)OC)=C(C)NC2=C1C(=O)CC(c1ccc(Cl)cc1)C2 (configuration not stated),10.0%
CC(=O)Oc1ccc(C(=O)Nc2cccc(C(=O)c3ccc(C)c(C)c3)c2)cc1,16.0%
CCc1ccc(NC(=O)C(CC)c2ccccc2)cc1 (configuration not stated),44.0%
CCOc1ccc(NC(=O)c2cc(-c3ccc(OC)cc3)nc3ccccc23)cc1,13.0%
COC(=O)c1cc(NC(=O)c2cccc(OCc3ccccc3)c2)cc(C(=O)OC)c1,9.0%
COCCCNS(=O)(=O)c1c(C)cc(C)cc1C,0.0%
COc1cc(C2/C(=C(\O)c3ccccc3)C(=O)C(=O)N2CCN(C)C)ccc1O (configuration not stated),0.0%
O=C1c2ccccc2NC(c2ccc3c(c2)OCO3)N1c1ccc(F)cc1 (configuration not stated),0.0%
CC1=C(C(=O)OC(C)C)C(c2ccc(Br)cc2)C2=C(CCCC2=O)N1 (configuration not stated),18.0%
CC12C(=O)N(c3cc(Cl)c(Cl)c(Cl)c3)C(=O)C1C1C=CC2C1 (configuration not stated),12.0%
CCC(C(=O)N1CCN(Cc2ccccc2)CC1)c1ccccc1 (configuration not stated),23.0%
CC1=C(C(=O)OCCOc2ccccc2)C(c2ccc(F)cc2)C2=C(CC(c3ccccc3)CC2=O)N1 (configuration not stated),6.0%
Cc1cccc(N2C(=O)c3ccc(C(=O)Nc4cccc(O)c4)cc3C2=O)c1C,9.0%
CCOc1ccc(N(CC(=O)Nc2ccccc2OCC)S(C)(=O)=O)cc1,10.0%

# This is a subset (hit frequency here may not be typical).
